OPRM1-OPRD1 inv – inverse agonists of MOR-DOR heterodimerization, primary screen, cell-based, luminescence; cell-based MOR-DOR heterodimer luminescence, inverse agonism; AID 504357, 2011; 340,000 tested, 0.21% active; inhibition, % at 9.3 µM; in the data active means inhibition above about 22%, passing the limit was not always enough;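 further: 0% = cells with DMSO and 100% = wells without cells with DMSO; values of inactives mirror those of a sister screen read the other way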
Target sequence (P35372 whole entry, looked up): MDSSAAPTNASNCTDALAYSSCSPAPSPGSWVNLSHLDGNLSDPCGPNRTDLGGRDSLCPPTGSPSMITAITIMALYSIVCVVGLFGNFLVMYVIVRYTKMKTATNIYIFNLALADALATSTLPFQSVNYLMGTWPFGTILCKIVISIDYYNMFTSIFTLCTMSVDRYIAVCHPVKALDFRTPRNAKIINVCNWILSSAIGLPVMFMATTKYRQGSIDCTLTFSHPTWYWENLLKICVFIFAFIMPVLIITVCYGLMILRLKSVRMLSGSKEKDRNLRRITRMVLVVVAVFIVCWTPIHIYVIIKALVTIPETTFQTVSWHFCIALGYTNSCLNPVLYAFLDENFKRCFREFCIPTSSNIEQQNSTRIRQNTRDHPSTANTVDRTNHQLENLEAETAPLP
Target sequence (P41143 whole entry, looked up): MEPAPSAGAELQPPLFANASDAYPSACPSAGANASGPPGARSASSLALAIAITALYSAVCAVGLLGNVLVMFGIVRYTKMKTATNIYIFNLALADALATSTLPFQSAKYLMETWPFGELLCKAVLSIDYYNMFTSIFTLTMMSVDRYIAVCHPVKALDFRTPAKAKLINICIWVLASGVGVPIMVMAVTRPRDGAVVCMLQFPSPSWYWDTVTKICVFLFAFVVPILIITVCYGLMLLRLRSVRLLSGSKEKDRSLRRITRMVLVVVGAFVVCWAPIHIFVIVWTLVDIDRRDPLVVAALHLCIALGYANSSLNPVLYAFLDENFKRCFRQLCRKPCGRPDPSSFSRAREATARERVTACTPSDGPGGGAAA
HTR5A ag ctr – HTR5A agonists in luminescence cell assay, primary screen, counter-screen for OPRM1-OPRD1 heterodimer agonist project, full-deck HTS | 340,000 tested, 0.61% active | 5-hydroxytryptamine receptor 5A (Homo sapiens), P47898 | AID 504692, 2011 | activation, % at 9.3 µM | cell-based; in the data active means activation mostly above about 9.5%, no sharp cut-off; inactive means mostly below about 7.6%;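 further: 0% = cells with vehicle only and 100% = reference agonist; strong numbers were not always called active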
PfHsp90 set2 – growth inhibition of PfHsp90-expressing yeast, primary screen, antimalarial PfHsp90 inhibitor project, S. cerevisiae, BacTiter-Glo luminescence, single point, set 2; 310,000 tested, 0.32% active; BacTiter-Glo ATP, 48 h; yeast lacking PDR1 and PDR3 efflux regulators; inhibition, % at 9.4 µM;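 active means every replicate shows inhibition above about 80%, whatever the replicate mean, limit read from the data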;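 further: 0% = DMSO neutral controls and 100% = 20 µM radicicol positive controls; yeast relying on Plasmodium falciparum Hsp90 in place of its own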
OPRM1-OPRD1 ag – agonists of OPRM1-OPRD1 heterodimerization, primary screen, cell-based, luminescence; cells; 340,000 tested, 0.3% active; Mu-type opioid receptor (Homo sapiens) + Delta-type opioid receptor (Homo sapiens), …; activation, % at 9.3 µM; in the data active means activation above about 18%;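 further: 0% = vehicle-treated cells and 100% = reference agonist; values of inactives mirror those of a sister screen read the other way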
phage Ecoli inh – growth loss of phage-infected E. coli, primary screen, RecBCD inhibitor project, absorbance, with phage, HTS. AID 651602, 2012. inhibition, % at 11.9 µM. 360,000 tested, 0.26% active; in the data active means inhibition above about 11%
Mot1-301 SUMO – yeast Mot1-301 growth rescue at high temperature, primary screen, SUMOylation pathway inhibitor project, S. cerevisiae, ATP luminescence, 38.5C | S. cerevisiae Mot1-301 growth rescue; percent above DMSO median, 100 means doubled | growth rescue, % at 18.8 µM | 320,000 tested, 1% active;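 active means every valid replicate shows activation above 250% relative to neutral control wells; inactive means the rest, any valid replicate at or below 250%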;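 further: OY570 slx delta 5 strain wells were the positive control but not used for scaling; some compounds called inactive have numbers as strong as hits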
AddAB inh – growth inhibition of E. coli expressing H. pylori AddAB, primary screen, AddAB inhibitor project, absorbance. 330,000 tested, 0.29% active. inhibition, % at 11.9 µM. AID 435030, 2010; in the data active means inhibition above about 12%;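 further: 0% = vehicle wells of infected cells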
DSG3 Ab inh – inhibitors of pemphigus antibody binding to DSG3, primary screen, biochemical, bead-based, flow cytometry, scFv-GFP. binding (percent of control), % at 10 µM. Desmoglein-3 (Homo sapiens), P32926. DSG3-coupled beads, scFv-anti-DSG3-GFP binding; stronger effect = lower value. 310,000 tested, 0.48% active;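 active means binding more than 3 SD below its plate's average and above zero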;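 further: hits lower antibody fragment binding to DSG3; some compounds called inactive have numbers as strong as hits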
HTR5A inv ag – HTR5A inverse agonists in luminescence cell assay, primary screen, counter-screen for OPRM1-OPRD1 heterodimer inverse agonist project, full-deck HTS | inhibition, % at 9.3 µM | AID 504634, 2011 | 340,000 tested, 0.083% active | HTR5A cell line, inverse agonism | 5-hydroxytryptamine receptor 5A (Homo sapiens), P47898; in the data active means inhibition mostly above about 23%, no sharp cut-off; inactive means mostly below about 18%;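 further: 0% = cells with DMSO and 100% = no-cell wells with DMSO; some compounds called inactive have numbers as strong as hits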
PKA-R1A act – activators of PKA-R1A holoenzyme, primary screen, biochemical, fluorescence polarization, Cy5-IP20, bovine R1A, mouse PKAc; AID 504707, 2011; activation, % at 11.4 µM; PKA-R1A dissociation; scaled: DMSO 0%, 113 µM cGMP 100%; 340,000 tested, 0.083% active;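 active means percent activation above the mean of all tested compounds plus 3 SD, cut at about 19% in these data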;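 further: higher means more PKAc released from R1A so a rise in polarization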
Ecoli viability – E. coli V3065 growth inhibition, primary screen, counter-screen for AddAB inhibitor project, absorbance, OD600; 18 h; inhibition, % at 11.9 µM; 330,000 tested, 0.27% active; AID 449728, 2010;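 active means inhibition above the campaign's mean inhibition across all tested compounds plus 3 SD, cut at about 9.9% in these data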;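 further: uninfected addAB+ strain grown without phage in ampicillin broth; 0% = DMSO wells and 100% = ciprofloxacin 0.95 µg/ml wells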
An asterisk follows results filed as active; / = no result given.

The first 11 entries (preview)
Results follow in this order: OPRM1-OPRD1 inv | HTR5A ag ctr | PfHsp90 set2 | OPRM1-OPRD1 ag | phage Ecoli inh | Mot1-301 SUMO | AddAB inh | DSG3 Ab inh | HTR5A inv ag | PKA-R1A act | Ecoli viability
C#Cc1ccc(CN2CCN(CCc3ccccc3)C(CCO)C2)cc1 (configuration not stated)
    -5 | 1 | 8 | 1.0 | -0.7 | 75 | 2.6 | 88 | -2 | -2 | -1.0
CC1CN(C(=O)c2ccc(COCC(F)(F)F)o2)CC(C)O1 (configuration not stated)
    17 | 0 | 10 | -3.6 | 2.7 | -9 | 0.4 | / | 19 | -6 | -0.3
Cc1cccc(OC(=O)Cn2c(C(F)(F)F)nc3ccccc32)c1
    -24 | 4 | -24 | 5.1 | -1.4 | -14 | 0.2 | 99 | 2 | -20 | -1.4
COc1ccc(NC(=O)O/N=C/c2ccc(Br)cc2)cc1
    2 | 2 | 29 | -0.4 | 2.1 | 14 | -0.6 | 101 | -6 | -4 | -2.0
C=CCn1c(SCC#N)nc2c(c1=O)C(C)(C)Cc1ccccc1-2
    -5 | 0 | -42 | 1.2 | 2.9 | -4 | 3.2 | 96 | -17 | -11 | -0.2
C/C(CC(=O)C(F)(F)F)=N\NC(=O)/C(C#N)=C/N(C)C
    8 | 1 | 2 | -1.5 | 4.6 | 151 | 2.4 | 104 | 19 | -8 | 0.9
Cc1cc(C)cc(N(CC(=O)NC2CCCC2)C(=O)CCC(=O)Nc2cc(C)on2)c1
    -13 | 2 | 7 | 1.5 | 1.4 | -6 | 3.9 | 105 | -5 | 4 | 2.0
Cc1c(N)cccc1N
    13 | -1 | -21 | -2.4 | 2.4 | 77 | 1.7 | 100 | 6 | 4 | -0.5
CCCc1nc(SCC(=O)Nc2nnc(SCC)s2)c2c(=O)n(C)c(=O)n(C)c2n1
    -1 | -3 | 1 | 0.2 | 3.8 | 6 | 1.6 | 75 | -7 | -10 | 0.8
Cc1cccc(C(=O)NNC(=O)C23CC4CC(CC(C4)C2)C3)c1O
    6 | -1 | 0 | -0.9 | 3.2 | 6 | 3.3 | 98 | -15 | -15 | -1.3
CC(=O)c1c(C)nc(-c2ccc(OCC(=O)Nc3ccc(F)cc3)cc2)n1O
    20 | 5 | 14 | -4.0 | 0.6 | 2 | 0.6 | 109 | -16 | -7 | 0.8

All compounds of this part, repeating the preview:
Results follow in this order: OPRM1-OPRD1 inv | HTR5A ag ctr | PfHsp90 set2 | OPRM1-OPRD1 ag | phage Ecoli inh | Mot1-301 SUMO | AddAB inh | DSG3 Ab inh | HTR5A inv ag | PKA-R1A act | Ecoli viability
C#Cc1ccc(CN2CCN(CCc3ccccc3)C(CCO)C2)cc1 (configuration not stated)
    -5 | 1 | 8 | 1.0 | -0.7 | 75 | 2.6 | 88 | -2 | -2 | -1.0
CC1CN(C(=O)c2ccc(COCC(F)(F)F)o2)CC(C)O1 (configuration not stated)
    17 | 0 | 10 | -3.6 | 2.7 | -9 | 0.4 | / | 19 | -6 | -0.3
Cc1cccc(OC(=O)Cn2c(C(F)(F)F)nc3ccccc32)c1
    -24 | 4 | -24 | 5.1 | -1.4 | -14 | 0.2 | 99 | 2 | -20 | -1.4
COc1ccc(NC(=O)O/N=C/c2ccc(Br)cc2)cc1
    2 | 2 | 29 | -0.4 | 2.1 | 14 | -0.6 | 101 | -6 | -4 | -2.0
C=CCn1c(SCC#N)nc2c(c1=O)C(C)(C)Cc1ccccc1-2
    -5 | 0 | -42 | 1.2 | 2.9 | -4 | 3.2 | 96 | -17 | -11 | -0.2
C/C(CC(=O)C(F)(F)F)=N\NC(=O)/C(C#N)=C/N(C)C
    8 | 1 | 2 | -1.5 | 4.6 | 151 | 2.4 | 104 | 19 | -8 | 0.9
Cc1cc(C)cc(N(CC(=O)NC2CCCC2)C(=O)CCC(=O)Nc2cc(C)on2)c1
    -13 | 2 | 7 | 1.5 | 1.4 | -6 | 3.9 | 105 | -5 | 4 | 2.0
Cc1c(N)cccc1N
    13 | -1 | -21 | -2.4 | 2.4 | 77 | 1.7 | 100 | 6 | 4 | -0.5
CCCc1nc(SCC(=O)Nc2nnc(SCC)s2)c2c(=O)n(C)c(=O)n(C)c2n1
    -1 | -3 | 1 | 0.2 | 3.8 | 6 | 1.6 | 75 | -7 | -10 | 0.8
Cc1cccc(C(=O)NNC(=O)C23CC4CC(CC(C4)C2)C3)c1O
    6 | -1 | 0 | -0.9 | 3.2 | 6 | 3.3 | 98 | -15 | -15 | -1.3
CC(=O)c1c(C)nc(-c2ccc(OCC(=O)Nc3ccc(F)cc3)cc2)n1O
    20 | 5 | 14 | -4.0 | 0.6 | 2 | 0.6 | 109 | -16 | -7 | 0.8
CCOC(=O)c1c[nH][nH]c1=O
    5 | -4 | 2 | -0.9 | 1.4 | 98 | -1.8 | 94 | 15 | 1 | 1.7
CC(=O)N1CCN(CCN(CC2C(C)C=C(C)CC2C)C(C)=O)CC1 (configuration not stated)
    -4 | 9 | 5 | 0.6 | -0.7 | 5 | 1.7 | 111 | -25 | -4 | 1.8
COc1ccc(-c2nn(-c3ccccc3)cc2C2CC(c3cccs3)=NN2C(=O)CCCC(=O)O)cc1 (configuration not stated)
    5 | 8 | -6 | -0.9 | 3.2 | -12 | 0.5 | 127 | 12 | -10 | -0.9
C/C(=N\NC(=O)c1ccc(Cl)c(S(=O)(=O)Nc2ccccc2Cl)c1)c1ccncc1
    15 | 4 | 4 | -2.7 | 0.4 | -8 | 1.8 | 113 | 9 | 12 | 0.9
Cc1ccc(S(=O)(=O)CC(O)COc2ccccc2C#N)cc1 (configuration not stated)
    2 | 0 | 11 | -0.3 | 2.8 | -14 | -0.8 | 100 | 0 | -12 | 2.0
NS(=O)(=O)c1ccc(CCNC(=O)c2cccc3ccccc23)cc1
    -3 | 2 | 42 | 0.6 | -0.2 | 6 | 0.7 | 115 | 7 | -7 | 0.2
COc1ccc(NC(=O)CSc2nnc(Cc3cccn3C)n2-c2ccc(C)cc2)cc1OC
    9 | 15* | -6 | -1.7 | 0.9 | 6 | 3.0 | 97 | -49 | 18 | -1.0
O=[N+]([O-])c1cnc(N2CCCCC2)c([N+](=O)[O-])c1
    3 | 1 | 3 | -0.5 | 0.5 | -13 | 0.7 | 102 | -15 | 5 | -2.6
CC1Cc2ccccc2N1C(=O)CSc1nnc(CNc2ccccc2)o1 (configuration not stated)
    10 | 3 | -10 | -1.8 | / | -14 | 1.3 | 98 | -20 | -5 | -4.0
CCOC(=O)c1cnc(SC)nc1Nc1cccc(F)c1
    -29 | 2 | -27 | 5.3 | 1.4 | -1 | 2.6 | 104 | -9 | 3 | 1.7
COc1ccc(C(C(=O)NCC2CCCO2)N(Cc2cccs2)C(=O)c2snc(C(N)=O)c2N)cc1OC (configuration not stated)
    -5 | 12 | -6 | 0.9 | 1.3 | 8 | 1.9 | 106 | -34 | 5 | 2.1

Whole records, quoted from the list. Values in the order: OPRM1-OPRD1 inv | HTR5A ag ctr | PfHsp90 set2 | OPRM1-OPRD1 ag | phage Ecoli inh | Mot1-301 SUMO | AddAB inh | DSG3 Ab inh | HTR5A inv ag | PKA-R1A act | Ecoli viability
Profile of COc1ccc(C(C(=O)NCC2CCCO2)N(Cc2cccs2)C(=O)c2snc(C(N)=O)c2N)cc1OC (configuration not stated) → -5 | 12 | -6 | 0.9 | 1.3 | 8 | 1.9 | 106 | -34 | 5 | 2.1
Profile of Cc1cccc(OC(=O)Cn2c(C(F)(F)F)nc3ccccc32)c1 → -24 | 4 | -24 | 5.1 | -1.4 | -14 | 0.2 | 99 | 2 | -20 | -1.4

Screening results as filed in PubChem BioAssay.
